# Screening data: PubChem, National Center for Advancing Translational Sciences (NCATS)
# POLK inh: inhibitors of human DNA polymerase kappa; Q9UBT6; purified Pol kappa, fluorescent DNA synthesis assay, 10 min; Potency, µM (series often up to 107 µM), without a hit: at the top dose activity, negative = inhibition, usual class: inhibitors; 400,000 compounds, 0.53% hits; also: potency is read from the fitted curve at half-maximal effect; % is scaled to controls: 0 for no effect and ±100 for the full control effect
#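 Kinetic fluorescence screen: compound preincubated 15 min RT with 10 nM enzyme; 50 nM substrate (final) initiates; reads at 0/10 min.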
# APEX1 inh: APE1 (human) endonuclease inhibition; P27695; recombinant APE1, TAMRA/BHQ-2 abasic DNA cleavage fluorescence; Potency, µM (doses to about 65.8 µM), for inactives: at the highest dose activity change, negative = inhibition, hits mostly inhibitors; 350,000 compounds, 0.35% hits; AID 2517;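 also: potency is read from the fitted curve at half-maximal effect; plate controls were vehicle for no effect and reference inhibitor for full effect; nearly all actives have a fitted effect of over 55% in size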
# Target sequence (P27695 whole entry, looked up): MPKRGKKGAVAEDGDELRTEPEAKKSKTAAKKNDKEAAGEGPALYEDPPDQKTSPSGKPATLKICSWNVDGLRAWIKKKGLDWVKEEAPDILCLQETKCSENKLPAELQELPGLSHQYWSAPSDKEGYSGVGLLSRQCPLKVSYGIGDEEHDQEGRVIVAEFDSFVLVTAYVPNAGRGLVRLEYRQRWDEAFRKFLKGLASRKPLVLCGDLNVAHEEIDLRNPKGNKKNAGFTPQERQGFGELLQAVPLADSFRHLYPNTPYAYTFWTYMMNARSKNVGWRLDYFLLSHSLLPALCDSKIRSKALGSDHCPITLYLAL
#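 Endonuclease cleavage of a quenched abasic-site DNA duplex (50 nM) by APE1 (0.75 nM) was tracked by TAMRA dequenching. Compounds were preincubated with enzyme 15 min at room temperature; data normalized to buffer-only and DMSO wells plus NSC13755 control.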
# LDHA inh: inhibitors of human lactate dehydrogenase A. activity change, % (values are at about 110 or 230 µM). 480,000 compounds, 0.15% hits. purified LDHA, NADH/diaphorase-resazurin fluorescence; stronger effect = lower value. AID 1347041; in the data active = activity change below about -30%; inconclusive = mostly about -25% to -30%;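 also: plate controls were DMSO wells for no effect and wells without enzyme for full effect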
#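 Human LDH5 at 2 nM final in Tris HCl pH 7.4 with 0.06 mM NADH and 0.2 mM pyruvate, reacted 5 minutes at room temperature. Remaining NADH coupled via diaphorase/resazurin; resorufin fluorescence read at 0 and 20 minutes, normalized to enzyme-free and DMSO wells.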
# ERG Ets-DNA blk: inhibitors of human ERG Ets domain-DNA interaction | P11308 | fluorescence polarization, His-ERG Ets domain / labelled DNA | Potency, µM (highest dose often 76.9 µM), for inactives: at the top dose FP activity, negative = inhibition, most hits filed as inhibitors | 370,000 compounds, 0.028% hits; active = well fitted inhibition curve with a large enough effect in the polarisation, with a control signal flat; inconclusive = small, poorly fitted or top-dose-only effect, or effect the other way, or a change in a side signal; inactive = no such curve, though single readings can be large or run the other way; the % refers to the polarisation;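 also: polarization taken with two DNA probes labelled with fluorescein and Texas red; potency is read from the fitted curve at half-maximal effect; % of control where 0% means no effect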
# Target sequence (P11308 whole entry, looked up, the tested form may be a part): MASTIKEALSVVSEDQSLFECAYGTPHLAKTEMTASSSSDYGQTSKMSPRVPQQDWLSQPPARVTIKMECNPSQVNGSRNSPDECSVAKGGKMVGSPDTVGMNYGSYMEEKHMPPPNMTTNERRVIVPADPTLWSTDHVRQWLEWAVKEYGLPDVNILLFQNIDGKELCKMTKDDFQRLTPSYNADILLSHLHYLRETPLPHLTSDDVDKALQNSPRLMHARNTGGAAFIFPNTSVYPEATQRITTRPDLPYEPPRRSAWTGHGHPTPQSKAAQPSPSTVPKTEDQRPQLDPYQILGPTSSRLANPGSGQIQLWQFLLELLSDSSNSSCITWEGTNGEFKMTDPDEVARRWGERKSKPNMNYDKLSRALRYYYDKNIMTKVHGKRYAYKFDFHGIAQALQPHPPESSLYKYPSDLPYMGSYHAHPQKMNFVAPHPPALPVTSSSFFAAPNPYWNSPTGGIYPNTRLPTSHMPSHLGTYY
#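 His-tagged ERG Ets domain (1 uM in the protein solution; 300mM KCl, 50mM Tris-HCl, 1mM EDTA, 1mM DTT, pH 7.5) received compound, then a probe mix of 5 nM fluorescein-DNA and 100nM Texas-615-DNA. Fluorescence polarization was read for both dyes.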
# Pol beta inh: DNA polymerase beta (human) inhibition; P06746; Pol beta primer extension/strand displacement, fluorescence kinetic; Potency, µM (doses to about 114 µM), without a hit: at the top dose activity change, negative = inhibition, actives largely listed as inhibitors; 340,000 compounds, 1.3% hits; AID 485314; also: potency is read from the fitted curve at half-maximal effect; % is scaled to controls: 0 for no effect and ±100 for the full control effect
#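 Pol beta (10 nM) was preincubated with compound for 15 min at room temperature. The reaction was then started with 50 nM substrate and read immediately and after a further 10 min at room temperature.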
# POLH inh: DNA polymerase eta (human) inhibition | recombinant Pol eta, fluorescent DNA replication assay | Potency, µM (doses to about 114 µM), for inactives: at the highest dose activity change, negative = inhibition, usual class: inhibitors | 390,000 compounds, 1.2% hits | AID 588591; also: potency is read from the fitted curve at half-maximal effect; % is scaled to controls: 0 for no effect and ±100 for the full control effect
#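 Fluorescent replication assay: 50 nM final substrate added after a 15 min room-temperature compound preincubation with 10 nM enzyme. Signal taken at 0 min and again at 10 min.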
# RGS4 inhibitor: inhibitors of human regulator of G protein signaling 4. Transcreener GDP fluorescence polarization, RGS4-accelerated GTP hydrolysis. Potency, µM (doses to about 114 µM), inactives show top-dose activity change, negative = inhibition, usual class: inhibitors. 390,000 compounds, 0.039% hits. AID 504845; also: potency is read from the fitted curve at half-maximal effect; % is scaled to controls: 0 for no effect and ±100 for the full control effect; nearly all actives have a fitted effect of over 75% in size; some results filed as inactive show a strong effect at the top dose
# Target sequence (P49798 whole entry, looked up): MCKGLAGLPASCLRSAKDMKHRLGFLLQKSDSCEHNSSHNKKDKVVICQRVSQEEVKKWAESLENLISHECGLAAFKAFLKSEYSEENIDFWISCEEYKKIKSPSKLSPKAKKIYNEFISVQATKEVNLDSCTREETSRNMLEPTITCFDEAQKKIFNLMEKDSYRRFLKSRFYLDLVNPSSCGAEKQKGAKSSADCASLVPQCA
#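 MLSMR compounds (23 nl, pin-transferred) preincubated 10 min at room temperature with a 500nM (2x) first reagent, then RGS4 at 900nM (2x) plus Transcreener GDP mix added; fluorescence polarization (620/688 nm) read before and after 90 min at 30 °C.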
# ALOX12 inh: ALOX12 (human) lipoxygenase inhibition | P18054 | purified 12hLO, xylenol orange hydroperoxide absorbance | Potency, µM (doses to about 108 µM), for inactives: at the top dose activity change, negative = inhibition, actives largely listed as inhibitors | 580,000 compounds, 1.1% hits | AID 1671190; also: potency is read from the fitted curve at half-maximal effect; % is scaled to controls: 0 for no effect and ±100 for the full control effect
#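 Purified human 12hLO (150 nM final) in 25 mM Hepes, 0.01% Triton X-100, pH 7.0 was preincubated 15 min at room temperature with compound. Then 40 uM arachidonic acid was added, 30 min. Hydroperoxide was read by Fe-XO absorbance ratio 573/405 nm.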
# Anesthetic bind: candidate novel general anesthetic via apoferritin binding; P02791; 350,000 compounds, 0.074% hits; apoferritin/1-aminoanthracene competitive binding, fluorescence; Potency, µM (series often up to 77.5 µM), for inactives: top-dose activity change, negative = displacement, most hits filed as inhibitors; also: potency is read from the fitted curve at half-maximal effect; % is scaled to controls: 0 for no effect and ±100 for the full control effect; nearly all actives have a fitted effect of over 20% in size
#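 Concentration-response curves derived by four-parameter Hill fitting of normalized fluorescence, where compounds displaced 1-AMA from 10 uM horse apoferritin following a brief 10 min room-temperature incubation; propofol titration acted as positive control.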
# * = called active by the depositor; ? = inconclusive; nt = not tested or not shown; & = joins results of further samples; [ ] = dose if it differs, or a comment. Unless noted, calls follow the shape of the dose curve; as a rule, active = well fitted curve in the direction sought with a large enough effect; inconclusive = small, poorly fitted or top-dose-only effect, or another doubt; inactive = no such curve, though single readings can be large; an effect the other way counts as inactive or inconclusive. Not all compounds are listed, so the mix of outcomes need not match the whole.
# Results follow in this order: POLK inh, APEX1 inh, LDHA inh, ERG Ets-DNA blk, Pol beta inh, POLH inh, RGS4 inhibitor, ALOX12 inh, Anesthetic bind
> COc1ccc(C(=O)c2sc(Nc3ccccc3F)nc2N)cc1
    -6.4%, -2.4%, -12.5&3.0, -15.3%, 8.3%, -22.5%, 4.1%, ?, 0.6%
> CCOC(=O)c1cnc2c(OC)cccc2c1N1CCN(c2ccccc2F)CC1
    -9.1%, nt, -4.1, 5.4%, -1.5%, -9.1%, 2.7%, ?, 8.91µM*
> O=C(Nc1cccc(-c2cccc(Cl)c2)c1)C1CCN(Cc2ccon2)CC1
    -9.4%, 25.8%, -2.2, 2.8%, -1.6%, -14.7%, 4.6%, -11.8%, -8.2%
> CC(C)C[C@H](NC(=O)c1nc[nH]c1C(=O)NCCCCCNC(=O)OC(C)(C)C)C(=O)OCc1ccccc1
    -11.1%, ?, 4.9, 3.4%, -3.6%, -20.0%, 2.4%, 12.5%, 3.5%
> COc1ccc(C2CC(c3ccc(OC)cc3OC(C)=O)=NN2C(=O)c2ccccc2)cc1 (centres undefined)
    -10.6%, 36.3%, -6.8, 4.4%, -21.6%, ?, -10.9%, -6.3%, -4.3%
> Cc1ccsc1C(=O)OCC(=O)Nc1c(Cl)cccc1C(F)(F)F
    -4.4%, -0.5%, -1.9, -9.2%, -0.9%, -7.8%, 5.7%, 11.6%, 5.5%
> CC(C)Cn1c(N)c(C(=O)NCC2CCCO2)c2nc3ccccc3nc21 (centres undefined)
    -18.2%, -6.7%, 14.8, -0.2%, ?, ?, -3.8%[11.4 µM], -9.2%, 326.9%[activator]
> O=C(NNC(=O)c1ccc(Cl)cc1Cl)c1ccc2ccccc2c1
    -2.2%, nt, -11.2, 4.8%, nt, 3.3%, 4.0%, 14.7%, nt
> CCc1ccc(-c2nc(CN3CCC(C(=O)NCc4ccc(F)cc4)CC3)c(C)o2)cc1
    4.5%, -0.9%, 0.0, 4.5%, 2.3%, -17.0%, -12.6%, -25.4%, -8.1%
> Cc1nn(S(=O)(=O)c2ccc(Cl)cc2)c(C)c1S(=O)(=O)N1CCCCCC1
    -2.3%[60.1 µM], nt, -2.2, 4.9%, 9.3%, -11.2%, 6.0%, 0.0%, -8.5%
> C=CCn1c(SCC(=O)Nc2c(C)n(C)n(-c3ccccc3)c2=O)nc2scc(-c3ccccc3)c2c1=O
    -19.6%, 29.1%, 6.6, -1.0%, 2.6%, 8.2%, -15.1%[56.9 µM], 0.0%, -12.5%
> O=C1C[C@H]2[C@H](CO)[C@@H](OC(=O)c3ccc(-c4ccccc4)cc3)C[C@H]2O1
    -4.7%, 2.4%, -6.1, 3.2%, -0.1%, -2.3%, -14.3%, 113.2%[activator], 3.2%
> CN(C)S(=O)(=O)c1ccc(C(=O)NNc2nc(-c3ccccc3)c3cc(Br)ccc3n2)cc1
    -11.6%, 11.5%, -1.4, 0.1%, -0.6%, -9.2%, 10.1%, 16.2%, -8.9%
> Cc1cc(NC(=O)CSc2ncc(C(=O)O)n2-c2ccc(F)cc2)no1
    -22.7%, -13.0%, -2.9, -11.8%, nt, -8.7%, -18.0%, 170.2%[activator], nt
> COc1ccccc1CNC(=O)C(C)Sc1ccsc1[N+](=O)[O-] (centres undefined)
    -31.3%, 0.6%, -5.2, 0.5%, 3.6%, 39.8µM*, ?, ?, -19.2%
> COc1cccc(CNC(=O)C2CCN(S(=O)(=O)N3CCCC3)CC2)c1
    -1.2%, -0.1%, -3.5, nt, 1.2%, -14.0%, -3.0%, 22.5%, 1.1%
> O=C1CN(C(=O)COC(=O)CNC(=O)c2ccc(Br)o2)c2ccccc2N1
    3.4%, -5.3%, -5.4, 15.6%, 9.0%, -9.8%, 4.3%, 27.6%, -2.6%
> COc1ccc(-c2c(-c3ccc(OCC(=O)NN)cc3O)n[nH]c2C)cc1OC
    -9.9%, -0.1%, 2.5, 2.2%, 54.3%, -19.3%, -14.4%, 11.8%, -0.6%
> CCN(C(=O)CSc1nnnn1-c1ccccc1)c1c(N)n(Cc2ccccc2)c(=O)[nH]c1=O
    0.4%, 2.4%, -0.8, 25.5%, 7.8%, -15.8%, -38.5%, ?, -15.3%
> O=S(=O)(Nc1nccs1)c1ccc(Nc2nnc(-c3ccccc3)c3ccccc23)cc1
    -17.9%, 1.7%, -11.0, 5.5%, 14.1µM*, ?, -13.9%, -25.4%, -3.3%
> Cc1ccc(OCCSc2nc3ccccc3n2CC(=O)N2CCOCC2)cc1
    -15.3%, nt, -0.7, 0.6%, 0.3%, -9.2%, 30.7%, -21.5%, 54.9%[activator]
> CCn1ncc(/C=N\NC(=O)c2cc(-c3ccc(C)cc3C)nc3ccccc23)c1C
    -24.4%, 2.7%, -3.6, 1.7%, -1.9%, -11.2%, -25.5%, 24.1%[57.4 µM], 1.0%
> C=C1CCN([C@@H](Cc2ccccc2)C(=O)O)S(=O)(=O)c2ccccc21
    -28.6%, nt, -5.3, -0.5%, nt, -3.9%, 22.8%, 5.5%, nt
> c1ccc2sc(N3CCN(Cc4ccc5c(c4)OCO5)CC3)nc2c1
    5.5%&-11.1%[19.4 µM], 0.8%&-12.9%, nt, nt, nt, nt, ?, 0.5%&0.0%, -4.7%
> COC(/C=C/Nc1ccc(C)cc1)=C(C#N)C#N
    -3.6%[60.1 µM], 2.4%, 1.0, nt, -0.4%, -5.9%, -18.9%, 9.3%[57.4 µM], 5.1%
> COCCNC(=O)c1ccc2nc(CCc3ccccc3)oc2c1
    -2.0%[60.1 µM], nt, -6.6, -0.8%, 0.6%, -6.6%, -25.2%, 4.2%, -1.7%
> NC(=O)COC(=O)c1cccnc1Nc1ccccc1F
    8.7%, 4.0%, -0.4, -3.2%, 21.1%, -15.1%, -14.3%, 0.0%, -6.5%
> COc1ccc(F)c(CN(C)CC2CCCN(CCc3ccc(F)cc3)C2)c1 (centres undefined)
    -6.6%, 8.3%, -1.4, 1.9%, 3.1%, -19.2%, 16.3%, ?, 0.6%
> COc1ccc(C)cc1Nc1nc2c(S(=O)(=O)c3cccc(Cl)c3)nnn2c2ccsc12
    -15.1%, nt, -6.0, -7.2%, 11.5%, -13.7%, 17.0%, 0.5%, -5.0%
> CC[C@@H](C)C(C(=O)N1CCN(C(=O)OC(C)(C)C)CC1)n1cc(-c2cn([C@@H](C)C(=O)N3CCN(C(=O)OC(C)(C)C)CC3)nn2)nn1 (some centres undefined)
    -1.1%, 13.9%, -2.2, -0.3%, 26.5%, -15.4%, 7.6%, 1.6%, -10.9%
> CCn1ncc(CN2CCCC(C(=O)Nc3cccc(-c4cc5ccccc5[nH]4)c3)C2)c1C (centres undefined)
    -8.2%, -15.6%, -4.9, -2.8%, 3.6%, -11.7%, 43.1%, -24.1%, -16.2%
> COc1ccc(S(=O)(=O)N2CCC3(CC2)OCCN3S(=O)(=O)c2c(C)cc(C)cc2C)cc1
    -1.8%, 35.3%, -2.5, 5.7%, nt, -17.1%, -31.8%, 15.3%, nt
> COC(=O)CNc1n[nH]c(=S)[nH]c1=O
    -2.5%, -3.5%, -8.8, 1.8%, 26.4%, -13.9%, 3.9%[11.4 µM], ?, -14.9%
> O=C(CN1CCN(CC(=O)Nc2ccccc2Cl)CC1)NCC1(N2CCOCC2)CCCCC1
    -0.5%, 30.0%, -4.9, -6.6%, nt, -22.5%, -14.4%, 7.0%, nt
> CCCn1c(=N)c(C(=O)NCc2cccnc2)cc2c(=O)n3ccccc3nc21
    2.1%, nt, -0.2, 1.5%, -3.4%, -20.0%, -5.4%, 0.0%, 229.5%[activator]
> COc1ccc(-n2cc(C(=O)NCc3ccccc3)c3ccccc3c2=O)cc1
    -1.6%, nt, -2.7, -4.6%, 30.1%, 9.3%, -15.9%, -23.0%, ?
> COc1ccc(CCc2cc(OC)cc(=O)o2)cc1
    0.5%, 3.6%, -4.4, 1.7%, -1.5%, -8.0%, 16.1%, 3.7%, -9.5%
> CN(C)c1nc(NC(C)(C)C)nc(NC(C)(C)C)n1
    -6.5%, -3.5%, -1.6, 5.4%, 18.8%, -5.8%, -16.0%, 4.3%, -5.9%
> CCOC1=NN(c2ccc(Cl)cc2)C(=O)/C1=C\N(C)C
    1.3%, -5.0%, -1.8, 5.2%, -1.7%, -6.5%, -9.6%, -16.6%, -6.1%
> CCOP(=O)(OCC)C(NC(=O)C(F)(F)F)c1ccccc1 (centres undefined)
    -10.4%, 1.4%, -8.0, 2.7%, -1.7%, -17.8%, -5.6%, ?, -8.8%
> CCCS(=O)(=O)c1c(S(=O)(=O)CCC)c2cc(C(C)(C)C)ccn2c1C(=O)c1ccc(C)cc1
    -1.5%, nt, -0.8, 1.1%, 3.0%, -6.3%, 12.1%, 0.0%, -7.5%
> COc1cc(/C=C2/SC(=S)N(CC(=O)NC(C)(C)C)C2=O)cc(OC)c1OC
    -7.5%, 31.0%[activator], 1.8, nt, 0.0%, -11.7%, -15.7%, -15.0%, -16.1%
> COc1cc(/C=C2\CC/C(=C\c3cc(OC)c(O)c(OC)c3)C2=O)cc(OC)c1O
    10µM*, ?, 25.6, 39.9%[activator], 4.47µM*, 1.78µM*, -37.0%, 20µM*, -10.7%
> O=C1[C@@H](Oc2ccccc2)[C@@H](c2ccncc2)N1c1ccccc1
    -6.7%, -7.3%, -2.8, -2.3%, nt, -12.2%, 17.0%, 2.9%, nt
